SKKanGAS inh: SKKanGAS growth inhibition. S. pyogenes SKKanGAS, kanamycin growth, BacTiter-Glo, 6 h. inhibition, % at 7.5 µM. 300,000 compounds, 1.3% hits. AID 1662;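 active means mean replicate score, as percent of positive control median, at least 50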;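 further: strain carries kanamycin resistance gene driven by streptokinase promoter and grows in 40 µg/ml kanamycin; loss of luminescence reflects streptokinase promoter inhibition or plain growth inhibition; 0% = median of DMSO wells and 100% = positive control at its reference dose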
MrgX1 antag: antagonists of human MrgX1 receptor; Q96LB2; MRGX1-HEK293 calcium flux, Fluo-4, BAM8-22 antagonism; stronger effect = lower value; B-score at 10 µM; 310,000 compounds, 1.3% hits;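 active means calcium-response B-score plate-corrected more than 3 library SD below zero, starting fluorescence within 5 deviations, no agonist response on first addition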;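 further: peak minus trough fluorescence over baseline after final BAM8-22 challenge near maximal dose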
TMEM16A inh: mouse TMEM16A channel inhibition, primary screen; HEK293 TMEM16A/YFP iodide influx fluorescence, ionomycin; normalized B-score (activity score, 25-100; higher = stronger inhibition) at 10 µM; 310,000 compounds, 1.2% hits;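 active means ratio plate-corrected score three or more library SD toward inhibition, starting fluorescence score within five deviations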;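 further: score derived from kinetic fluorescence span divided by baseline fluorescence per well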
MrgX1 agonist: human MrgX1 receptor agonism, primary screen. Q96LB2. MrgX1-HEK293 cells, Fluo-4 calcium fluorescence, agonist mode; stronger effect = higher value. B-score at 10 µM. 310,000 compounds, 0.44% hits. AID 588627;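 active means calcium response B-score plate-corrected fluorescence ratio at least 3 library SD, with starting fluorescence B-score inside 5 SD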
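System: HEK293 cells stably expressing human MrgX1 receptor; Dosing: test compound in the initial addition of three; Schedule: overnight plating, then 30 min 37 °C plus 30 min room-temperature dye loading; Detection: kinetic calcium dye fluorescence, Fluo-4 NW; Controls: per-plate positive and negative controls for Z′ factor.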
TRPC4 PAM: allosterically enhances the mouse TRPC4 cation channel. Q9QUQ5. 310,000 compounds, 0.42% hits. B-score at 10 µM. HEK293 TRPC4beta/mu-opioid, DAMGO EC20, Fluo-4 Ca2+ flux; stronger effect = higher value;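 active means B-score of calcium response area above 5 SD of library B-scores, with initial fluorescence ratio within 5 SD of library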;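 further: B-score of integrated fluorescence ratio over time as area under calcium response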
Target sequence (Q9QUQ5 whole entry, looked up): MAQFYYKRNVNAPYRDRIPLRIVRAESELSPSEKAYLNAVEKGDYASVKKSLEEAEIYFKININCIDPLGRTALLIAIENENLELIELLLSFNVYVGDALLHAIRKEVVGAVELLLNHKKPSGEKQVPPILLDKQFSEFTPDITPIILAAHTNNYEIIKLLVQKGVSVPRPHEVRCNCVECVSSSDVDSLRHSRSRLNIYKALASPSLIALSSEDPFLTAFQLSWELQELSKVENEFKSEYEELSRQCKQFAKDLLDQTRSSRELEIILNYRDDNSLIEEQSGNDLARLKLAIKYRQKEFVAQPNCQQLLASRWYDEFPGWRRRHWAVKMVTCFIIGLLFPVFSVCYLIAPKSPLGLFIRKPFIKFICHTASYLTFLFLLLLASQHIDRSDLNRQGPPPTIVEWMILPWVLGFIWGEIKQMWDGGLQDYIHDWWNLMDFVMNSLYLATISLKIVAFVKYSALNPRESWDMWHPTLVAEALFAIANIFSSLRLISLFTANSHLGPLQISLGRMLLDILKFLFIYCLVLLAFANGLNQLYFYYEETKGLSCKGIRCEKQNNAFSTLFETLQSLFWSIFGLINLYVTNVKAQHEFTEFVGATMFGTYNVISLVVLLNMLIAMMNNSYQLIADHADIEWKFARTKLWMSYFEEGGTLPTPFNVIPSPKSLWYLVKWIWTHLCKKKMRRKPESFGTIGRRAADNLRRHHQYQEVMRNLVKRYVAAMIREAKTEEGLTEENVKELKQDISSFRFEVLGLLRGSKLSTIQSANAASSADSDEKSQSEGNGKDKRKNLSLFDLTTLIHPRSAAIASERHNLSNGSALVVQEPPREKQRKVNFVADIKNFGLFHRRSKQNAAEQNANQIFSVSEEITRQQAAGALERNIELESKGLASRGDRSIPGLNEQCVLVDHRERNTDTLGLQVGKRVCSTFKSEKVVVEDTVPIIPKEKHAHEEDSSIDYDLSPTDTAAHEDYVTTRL
MrgX1 allo act: allosterically activates human MrgX1 receptor signaling; Q96LB2; MrgX1-HEK293, Fluo-4 calcium flux, FDSS; stronger effect = higher value; B-score at 10 µM; 310,000 compounds, 0.63% hits;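 active means plate-corrected calcium response at least 3 library SD above typical, normal starting fluorescence, not activating the receptor alone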;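 further: compound read alongside a low EC10 to EC30 dose of BAM8-22 agonist; peak minus trough fluorescence over baseline measured at the second addition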
TMEM16A act: activators or potentiators of mouse TMEM16A chloride channel; Q8BHY3; HEK293 TMEM16A/YFP-H148Q/I152L, iodide quench fluorescence; stronger effect = lower value; B-score at 10 µM; 340,000 compounds, 0.3% hits; AID 623877;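 active means fluorescence-ratio B-score plate-corrected deviation score at least 3 library SD below zero, with starting fluorescence score within 5 deviations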;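 further: channel opened by trigger with iodide after compound preincubation; score built on the fluorescence ratio of max minus min over baseline; more negative score means more quench and so TMEM16A activation or potentiation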
TRPC4 inh: TRPC4 (mouse) channel inhibition; Q9QUQ5; HEK293 TRPC4beta/mu-opioid, DAMGO-evoked Fluo4 calcium flux; stronger effect = lower value; B-score at 10 µM; 300,000 compounds, 0.39% hits;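 active means B-score over 3 SD under the library average, no early fluorescence shift, positive overall ratio signal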
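Material: HEK293 cells with stable TRPC4beta plus mu-opioid receptor expression / Probe or stimulus: DAMGO in two steps, submaximal then maximal / Compound: single concentration per test compound / Technique: kinetic Fluo4 fluorescence imaging of calcium influx / Read-out: per-well B score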
TRPC4 agonist: activators of mouse TRPC4 channel. B-score at 10 µM. HEK293 TRPC4beta/mu-opioid, Fluo4 calcium fluorescence; stronger effect = higher value. 310,000 compounds, 0.49% hits. AID 2237. Q9QUQ5;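 active means B-score above 5 SD of library B-scores, and initial fluorescence ratio not above library mean plus 5 SD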;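 further: positive B-score marks a calcium rise read as TRPC4 activation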
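Technique: kinetic Fluo4 calcium fluorescence; Test system: TRPC4beta and mu-opioid receptor HEK293 stable cells; Measure: B-scored integrated calcium fluorescence ratio; Benchmarks: low control buffer alone, high control maximal DAMGO; Schedule: 45 min room-temperature Fluo4 loading, 110 s read.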
TRPC6 inhibitor: blocks the mouse TRPC6 cation channel. Q61143. HEK293-TRPC6, membrane potential dye, ACh-evoked depolarization; stronger effect = lower value. B-score at 10 µM. 310,000 compounds, 1.1% hits. AID 2553;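 active means B-score under library mean minus 3 SD, initial fluorescence not abnormally high, positive integrated signal ratio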;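 further: B-score derived from integrated fluorescence ratio over the kinetic read; more negative B-score means stronger inhibition of depolarization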
TRPC6 activator: activates the mouse TRPC6 cation channel | AID 2550 | 310,000 compounds, 0.13% hits | Q61143 | HEK293-TRPC6 membrane potential dye fluorescence; stronger effect = higher value | B-score at 10 µM;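 active means B-score of the integrated fluorescence ratio above library mean plus 3 SD, and starting fluorescence ratio within library mean plus 5 SD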;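 further: higher score means more depolarization so channel activation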
* = called active by the depositor; i = inactive; . = not tested or not shown.

Compound | TRPC4 PAM | TRPC4 inh | TRPC4 agonist | MrgX1 agonist | MrgX1 antag | TRPC6 inhibitor | SKKanGAS inh | TMEM16A inh | TRPC6 activator | TMEM16A act | MrgX1 allo act
COc1ccc(NC(=S)NCCc2c[nH]c3ccccc23)cc1 | i | i | i | i | i | i | -2 | i | i | i | i
CCOc1ccccc1NC(=O)C1CCN(S(=O)(=O)c2c(C)nn(C)c2C)CC1 | i | i | i | i | i | i | 0 | i | i | i | i
COc1ccc(NC(=O)C2CCC(CNS(=O)(=O)c3cccs3)CC2)cc1OC (stereo not given) | i | i | i | i | i | i | -4 | i | i | i | i
CC(=O)O/N=C(\N)c1cnn2c(C(F)(F)F)cc(C(F)(F)F)nc12 | i | i | i | i | i | i | -1 | i | i | i | i
COc1ccc(Cl)cc1NC(=O)N1CCN(CCc2ccccc2)CC1 | i | . | i | i | i | i | 4 | i | i | i | i
COc1ccc(/C=N/NC(=O)CSc2n[nH]c(=O)[nH]c2=O)cc1 | i | i | i | i | i | i | -5 | i | i | i | i
CCC(=O)NNC(=O)Cc1c(C)n(C(=O)c2ccc(Cl)cc2)c2ccc(OC)cc12 | i | i | i | i | i | i | 0 | i | i | i | i
Cc1ccc(N(CC(=O)NC(C)c2ccccc2)S(=O)(=O)c2cccs2)cc1 (stereo not given) | i | i | i | i | i | i | 6 | i | i | i | i
CS(=O)(=O)Nc1ccc(C(=O)NCc2ccccn2)cc1 | i | i | i | i | i | i | . | i | i | i | i
Cc1ccnc(SCC(=O)c2ccc(Br)cc2)c1C#N | i | i | i | i | i | i | -13 | i | i | i | i

The last 4 entries of the section before come first, to join the parts.
Compound | TRPC4 PAM | TRPC4 inh | TRPC4 agonist | MrgX1 agonist | MrgX1 antag | TRPC6 inhibitor | SKKanGAS inh | TMEM16A inh | TRPC6 activator | TMEM16A act | MrgX1 allo act
CCC(=O)NNC(=O)Cc1c(C)n(C(=O)c2ccc(Cl)cc2)c2ccc(OC)cc12 | i | i | i | i | i | i | 0 | i | i | i | i
Cc1ccc(N(CC(=O)NC(C)c2ccccc2)S(=O)(=O)c2cccs2)cc1 (stereo not given) | i | i | i | i | i | i | 6 | i | i | i | i
CS(=O)(=O)Nc1ccc(C(=O)NCc2ccccn2)cc1 | i | i | i | i | i | i | . | i | i | i | i
Cc1ccnc(SCC(=O)c2ccc(Br)cc2)c1C#N | i | i | i | i | i | i | -13 | i | i | i | i
CCN(CC)S(=O)(=O)c1cccc(C(=O)OC2CC(C)OC2=O)c1 (stereo not given) | i | i | i | i | i | i | 0 | i | i | i | i
CC(C)(C)C(=O)c1cn(CC(=O)O)c2ccccc12 | i | i | i | i | i | i | 4 | i | i | i | i
COc1ccc(C2=NN(C(=O)CN3CCCCC3)C(c3ccc(C)cc3)C2)cc1 (stereo not given) | i | i | i | i | i | i | -4 | i | i | i | i
C[C@H]1CN=C(N(C)C)N1CCc1ccccc1 | . | . | . | i | i | . | . | i | . | i | i
Cc1ccc(NC(=O)C2CCN(C(=O)c3ccco3)CC2)cc1C | i | i | i | i | i | i | -5 | i | i | i | i
CSc1ccc(C2C(C#N)=C(N)Oc3cc4c(cc32)OCO4)cc1 (stereo not given) | i | i | i | i | i | i | -2 | i | i | i | i
CCCCOP(=O)(c1ccc(N(C)C)cc1)C(O)c1cccnc1 (stereo not given) | i | i | i | i | i | i | 2 | i | i | i | i
CCn1c(SCC(=O)NCc2cccs2)nc2c1c(=O)n(C)c(=O)n2C | i | i | i | i | i | i | 4 | i | i | i | i
NC(=O)NC(=O)COC(=O)c1ccccc1Oc1ccccc1 | i | i | i | i | i | i | -9 | i | i | i | i
CCCCC(c1nnnn1CCOC)N1CCN(c2cccc(OC)c2)CC1 (stereo not given) | i | i | i | . | . | i | 0 | . | i | i | .

Continuation.
Compound | TRPC4 PAM | TRPC4 inh | TRPC4 agonist | MrgX1 agonist | MrgX1 antag | TRPC6 inhibitor | SKKanGAS inh | TMEM16A inh | TRPC6 activator | TMEM16A act | MrgX1 allo act
NS(=O)(=O)c1ccc(CCNC(=O)c2ccccc2[N+](=O)[O-])cc1 | i | i | i | i | i | i | 0 | i | i | i | i
O=C(NCc1ccco1)c1ccc(-c2ccc(Cl)cc2)o1 | i | i | i | i | i | i | -10 | i | i | i | i
COCCCNC(=O)c1ccc(S(=O)(=O)c2ccc(Cl)cc2)c(NC(C)=O)c1 | i | i | i | i | i | i | 3 | i | i | i | i
COC(=O)c1ccc(Cl)c(NC(=O)CN2CCN(C)CC2)c1 | i | i | i | i | i | i | -1 | i | i | i | i
O=C(CC1S/C(=N/N=C2CCCCCC2)NC1=O)Nc1ccccc1F (stereo not given) | i | i | i | . | . | i | -4 | . | i | i | .
O=c1cc(CN2CCN(c3cccc(Cl)c3)CC2)c2cc(O)c(-c3ccccc3)cc2o1 | i | i | i | i | i | i | 0 | i | i | i | i
Cc1nc2sc(C(c3ccco3)N3CCOCC3)c(O)n2n1 (stereo not given) | i | i | i | i | i | i | 5 | i | i | i | i
Cc1cccc2sc(NC(=O)CSc3cn[nH]n3)nc12 | i | i | i | i | i | i | -2 | i | i | i | i
COc1ccc(-c2csc(NC(=O)CSc3nnnn3C)n2)c(OC)c1 | i | i | i | i | i | i | -3 | i | i | i | i
O=S(=O)(Nc1nc2ccc(S(=O)(=O)N3CCCCC3)cc2s1)c1ccccc1 | i | i | i | i | i | i | -8 | i | i | i | i

Remaining list, next part
Compound | TRPC4 PAM | TRPC4 inh | TRPC4 agonist | MrgX1 agonist | MrgX1 antag | TRPC6 inhibitor | SKKanGAS inh | TMEM16A inh | TRPC6 activator | TMEM16A act | MrgX1 allo act
Cc1nc(-c2ccc(Cl)cc2)sc1C1(C)CC(c2ccccc2F)=NO1 (stereo not given) | i | i | i | i | i | i | 9 | i | i | i | i
CC(C)(C)c1cccc(C2(O)C(=O)c3ccccc3C2=O)c1O | i | i | i | i | i | i | 0 | i | i | i | i
COc1cc(/C=N/NC(=O)C(C)Nc2n[nH]c(=O)[nH]c2=O)cc(OC)c1O (stereo not given) | i | i | i | i | i | i | 5 | i | i | i | i
COC(=O)c1cc(OC)c(OC)cc1NC(=O)Nc1cccc(C(C)=O)c1 | i | i | i | i | i | i | 19 | i | i | i | i
Cn1cc(C(=O)c2cccc(Cl)c2Cl)cc1C#N | i | i | i | i | i | i | -4 | i | i | i | i
O=C(Nc1ccc(F)cc1)C1CCCCC1 | i | i | i | i | i | i | -2 | i | i | i | i
O=C(O)C(Cc1ccccc1)NC(=O)C(c1ccccc1)c1ccccc1 (stereo not given) | i | i | i | i | i | i | -1 | i | i | i | i
Cc1ccc(C)c(N2CC(C(=O)O)CC2=O)c1 (stereo not given) | i | i | i | i | i | i | -8 | i | i | i | i
O=C1CCC(CCC(=O)N2CCCC(C(=O)c3ccc4c5c(cccc35)CC4)C2)=NN1 (stereo not given) | i | i | i | i | i | i | -3 | i | i | i | i
CCOC(=O)c1ccc(NC(=O)CSc2nc(C)cc(=O)[nH]2)cc1 | i | i | i | i | i | i | 10 | i | i | i | i

(next part)
Compound | TRPC4 PAM | TRPC4 inh | TRPC4 agonist | MrgX1 agonist | MrgX1 antag | TRPC6 inhibitor | SKKanGAS inh | TMEM16A inh | TRPC6 activator | TMEM16A act | MrgX1 allo act
CCCOc1ccc(C(=O)N/N=C/c2ccc(-c3ccc(S(=O)(=O)Nc4ncccn4)cc3)o2)cc1 | i | i | i | 29* | i | i | 20 | i | i | i | i
CCc1ccc(S(=O)(=O)Nc2ccc(N3CCN(C)CC3)cc2)cc1 | i | i | i | i | i | i | -11 | i | i | i | i
COc1ccc(NS(=O)(=O)NC(=O)c2cn(C)c3ccccc23)cc1 | i | i | i | i | i | i | 4 | i | i | i | i
CC(C)Cn1c(-c2nn(C)cc2Cl)n[nH]c1=S | i | i | i | i | i | i | 2 | i | i | i | i
CC(=O)N1CCc2cc(S(=O)(=O)CCC(=O)NCCc3ccc(C)cc3)ccc21 | i | i | i | i | i | i | 5 | i | i | i | i
Cc1ccc(N2CC(C(=O)Nc3nccs3)CC2=O)cc1 (stereo not given) | i | i | i | i | i | i | -9 | i | i | i | i
COc1ccc(/C=C2\SC(=Nc3ccccc3OC)NC2=O)cc1 | i | i | i | i | i | i | 29 | i | i | i | i
CC(CNC(=O)CCCn1ncn2c(cc3occc32)c1=O)c1ccccc1 (stereo not given) | i | i | i | i | i | i | 15 | i | i | i | i
CCOC(=O)c1[nH]c2ccc(F)cc2c1NC(=O)CN1CCc2cc(OC)c(OC)cc2C1 | i | i | i | i | i | i | 20 | i | i | . | i
O=C(Nc1ccccc1)OCC1CCCN2CCCCC12 (stereo not given) | i | i | i | i | i | i | 1 | i | i | i | i

Next section.
Compound | TRPC4 PAM | TRPC4 inh | TRPC4 agonist | MrgX1 agonist | MrgX1 antag | TRPC6 inhibitor | SKKanGAS inh | TMEM16A inh | TRPC6 activator | TMEM16A act | MrgX1 allo act
COc1ccc(C)cc1NC(=O)Nc1ccncc1 | i | i | i | i | i | i | 0 | i | i | i | i
CCOC(=O)C1CCCN(C(=O)COC(=O)C2=COCCO2)C1 (stereo not given) | i | i | i | i | i | i | -1 | i | i | i | i
O=C(CSc1ccccc1)NCCCN1CCOCC1 | i | i | i | i | i | i | 1 | i | i | -11* | i
COC(=O)CNC(=O)c1ccccc1[N+](=O)[O-] | i | i | i | i | i | i | 6 | i | i | i | i
Cc1ccc(S(=O)(=O)N2CCOCC2)cc1NC(=O)CSc1ccc(Cl)cc1 | i | i | i | i | i | i | 4 | i | i | i | i
COc1cccc(C2=NN(C(C)=O)C(c3cccs3)C2)c1 (stereo not given) | i | i | i | i | i | i | 0 | i | i | i | i
Cc1ccc(CSCC(=O)N(C)CC(=O)Nc2ccc(Br)cc2C)cc1 | i | i | i | i | i | i | -16 | i | i | i | i
COc1ccc(/C=C(\C#N)C(=O)N2COCC2(C)C)cc1 | i | i | i | i | i | i | -4 | i | i | i | i
COc1cc(C2Nc3ccc4ccccc4c3C3=C2C(=O)CC(C)(C)C3)ccc1OC(C)C(=O)O (stereo not given) | i | i | i | i | i | i | 8 | i | i | i | i
